# High-throughput results deposited in PubChem by several laboratories.
# NPR1 activator = GC-A stimulated cGMP production enhancers – HEK293 GC-A cells, cGMP TR-FRET, EC30 ANP, primary screen; AID 1671463, 2021; Atrial natriuretic peptide receptor 1 (Homo sapiens), P16066; 0.14% of 370,000 active; activation, % at 10 µM; 0% at EC30 ANP, 100% saturating ANP; in the data active = activation above about 40%
# ABHD4 inh = ABHD4 inhibitors, primary screen, biochemical, fluorescence polarization, mouse; purified mABHD4, FP-Rh probe fluorescence polarization; inhibition, % at 8.92 µM; (Lyso)-N-acylphosphatidylethanolamine lipase (Mus musculus), Q8VD66; 0.54% of 370,000 active;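 active = inhibition exceeding the mean over every tested compound plus 3 SD, cut at about 30% in these data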;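 note: 0% = plate median of compound wells and 100% = S159A mutant with DMSO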
#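 System: mouse ABHD4 enzyme, wild type / Medium: HEPES pH 7.0, NaCl, Pluronic buffer / Reagent: FP-Rh activity-based fluorescent probe / Control set: S159A mutant high control, sample median low control / Detection: fluorescence polarization with parallel and perpendicular emission, 525/598 nm / Schedule: 45 min + 60 min at 25 °C / Compound dosing: 8.92 µM, single dose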
# NPR2 activator = human GC-B receptor activators, primary screen, HEK293 GC-B cells, cGMP TR-FRET, EC30 CNP. 0% at EC30 CNP, 100% saturating CNP. activation, % at 10 µM. 0.11% of 370,000 active;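 active = activation at 10 µM reaching about 35% in either raw or pattern-adjusted values, limit read from the data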
# UHRF1 MBD2 ctr = UHRF1 methylated DNA binding inhibitors, primary screen, counter-screen for MBD2 inhibitor project, biochemical, TR-FRET, human UHRF1, single concentration; E3 ubiquitin-protein ligase UHRF1 (Homo sapiens), Q96T88; 0.75% of 370,000 active; inhibition, % at 4.4 µM; AID 687016, 2013; UHRF1 binding to methylated oligo; in the data active = inhibition above about 21%;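 note: UHRF1 SRA domain binding a hemimethylated CpG hairpin DNA probe; 0% = median of test compound wells and 100% = reference inhibitor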
# rCAG binder = binders of r(CAG) RNA repeats, primary screen, biochemical, fluorescence; r(CAG) RNA repeat, TO-PRO-1 dye displacement fluorescence; inhibition, % at 3 µM; 1.3% of 370,000 active;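 active = inhibition above the plate cutoff, the mean of all test compounds on that plate plus 3 SD, cut at about 35% in these data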;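 note: 0% = DMSO alone and 100% = 100 µM mitoxantrone as full dye displacement; higher means more dye released from RNA so lower well fluorescence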
# SIAE inh = human SIAE inhibitors, primary screen, biochemical, fluorescence polarization, FP-Rh probe, 1536-well HTS; 0.69% of 370,000 active; inhibition, % at 9.66 µM; SIAE FP-Rh probe binding; AID 1053197, 2014; Sialate O-acetylesterase (Homo sapiens), Q9HAT2;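 active = inhibition above a cutoff: mean of compounds within the control limits plus 3 SD of those, cut at about 17% in these data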;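 note: 0% = plate median of compound wells and 100% = probe without SIAE protein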
# Target sequence (Q9HAT2 whole entry, looked up): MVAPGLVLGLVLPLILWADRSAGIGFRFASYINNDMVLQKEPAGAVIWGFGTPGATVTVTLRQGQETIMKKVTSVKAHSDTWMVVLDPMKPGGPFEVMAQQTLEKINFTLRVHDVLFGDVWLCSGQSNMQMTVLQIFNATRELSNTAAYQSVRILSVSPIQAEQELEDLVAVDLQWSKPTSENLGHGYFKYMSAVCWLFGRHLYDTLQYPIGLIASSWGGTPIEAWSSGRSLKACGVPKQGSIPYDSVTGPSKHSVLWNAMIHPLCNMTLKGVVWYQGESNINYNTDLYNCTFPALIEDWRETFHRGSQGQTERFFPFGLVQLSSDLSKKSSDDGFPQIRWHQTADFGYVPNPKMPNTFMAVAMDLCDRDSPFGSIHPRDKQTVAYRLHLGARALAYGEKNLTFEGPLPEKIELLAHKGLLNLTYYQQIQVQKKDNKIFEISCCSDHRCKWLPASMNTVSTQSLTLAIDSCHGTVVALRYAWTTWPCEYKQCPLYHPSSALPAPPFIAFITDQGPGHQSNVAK
# TCR-CD3 inh = inhibitors of human TCR-CD3 interaction, primary screen, biochemical, fluorescence, TAMRA-labeled TCR probe | T-cell receptor (TCR) | inhibition, % at 9.4 µM | 0.37% of 360,000 active; in the data active = inhibition above about 19%;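 note: recombinant mutant TCR 2C K166C tagged with TAMRA read by polarization; 0% = receptor in buffer alone and 100% = receptor with positive control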
# MBD2 inh = inhibitors of MBD2 binding to methylated DNA, primary screen, biochemical, TR-FRET, DNA-binding domain, human; inhibition, % at 4.4 µM; MBD2 binding to methylated oligonucleotide; Methyl-CpG-binding domain protein 2 (Homo sapiens), Q9UBB5; 0.31% of 370,000 active; in the data active = inhibition above about 13%
# Target sequence (Q9UBB5 whole entry, looked up, the tested form may be a part): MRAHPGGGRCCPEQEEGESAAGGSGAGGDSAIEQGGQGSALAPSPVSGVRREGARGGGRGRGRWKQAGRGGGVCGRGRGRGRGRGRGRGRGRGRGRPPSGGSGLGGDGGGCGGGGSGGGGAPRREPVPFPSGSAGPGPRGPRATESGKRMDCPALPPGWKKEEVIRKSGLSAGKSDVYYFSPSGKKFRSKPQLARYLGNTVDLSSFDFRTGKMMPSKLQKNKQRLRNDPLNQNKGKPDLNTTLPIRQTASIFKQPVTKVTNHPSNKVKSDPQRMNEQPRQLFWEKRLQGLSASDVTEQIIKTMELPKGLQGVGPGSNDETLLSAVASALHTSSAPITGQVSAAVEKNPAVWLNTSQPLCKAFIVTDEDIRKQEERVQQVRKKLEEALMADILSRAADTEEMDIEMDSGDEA
# HTRA1 inh = HTRA1 serine protease inhibitors, primary screen, biochemical, fluorescence polarization, HTS | Q92743 | recombinant HTRA1, FP-rhodamine activity-based probe | inhibition, % at 5.96 µM | 0.5% of 340,000 active | AID 504803, 2011; in the data active = inhibition above about 36%;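 note: 0% = enzyme with DMSO and 100% = wells lacking enzyme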
# PRMT1 FP inh = PRMT1 methyltransferase inhibitors, primary screen, biochemical, fluorescence polarization. recombinant PRMT1, activity-based probe fluorescence polarization. 1.3% of 370,000 active. inhibition, % at 2.79 µM. Protein arginine N-methyltransferase 1 (Homo sapiens), Q99873;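 active = inhibition above about 21% made by adding two undisclosed values, limit read from the data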
# The depositor's hits bear a star; · = no result given. Some of the compounds tested. The share of hits here may be higher or lower than overall.
(1) COc1ccc([N+](=O)[O-])cc1NC(=O)CCSCCc1ccccn1
(2) CCC(=O)c1ccc(OCC(=O)Nc2nc(-c3cccnc3)cs2)cc1
(3) CCOn1c(=O)c[n+]([O-])c2ccccc21
(4) O=C(COc1ccccc1C(=O)NCC1CCCO1)Nc1ccc(Cl)cc1Cl (stereo unspecified)
(5) COCCN(CCOC)S(=O)(=O)c1ccc(C(=O)Nc2nc(-c3ccncc3)cs2)cc1
(6) CC1(C)Cc2nc(-c3ccccc3)n3cnnc3c2CO1
Compound	1	2	3	4	5	6
NPR1 activator	-3	2	-1	0	-3	0
ABHD4 inh	-6	-4	-11	-1	0	3
NPR2 activator	-1	-1	8	-1	1	-1
UHRF1 MBD2 ctr	-1	-3	3	0	0	2
rCAG binder	0	5	-1	-6	0	-5
SIAE inh	1	-21	-8	-7	-6	-4
TCR-CD3 inh	6	6	5	3	-2	-5
MBD2 inh	-2	-8	7	1	2	3
HTRA1 inh	-4	-4	3	0	-2	4
PRMT1 FP inh	0	2	8	-2	2	2

(7) CCOc1cc(CNCCCN2CCOCC2)cc(Br)c1OCc1ccccc1Cl
(8) CCOC(=O)c1sc(SC)c2c1CCC/C2=N/OC
(9) CC(CNC(=O)C(C)(C)C)NC(=O)C(C)(C)C (stereo unspecified)
(10) CC(=O)c1ccc(Nc2nc(C(N)Cc3ccc(N)cc3)cs2)cc1 (stereo unspecified)
(11) COCCCNc1nc(N)c([N+](=O)[O-])c(NCc2ccccc2)n1
(12) N#Cc1ccc(C(=O)NNC(=O)c2cccc(S(=O)(=O)N3CCOCC3)c2)cc1
Compound	7	8	9	10	11	12
NPR1 activator	-10	-6	4	-2	11	0
ABHD4 inh	23	-4	1	7	4	-1
NPR2 activator	-12	-1	-2	0	12	-5
UHRF1 MBD2 ctr	1	2	0	-2	3	17
rCAG binder	-7	-2	1	6	4	3
SIAE inh	-3	0	9	-2	-1	12
TCR-CD3 inh	-4	-1	-2	4	-4	-4
MBD2 inh	5	-2	-3	-2	-2	1
HTRA1 inh	20	-6	9	·	-11	12
PRMT1 FP inh	2	6	-4	-4	5	0

(13) Cc1ccc(S(=O)(=O)N(C)C)cc1-n1c(SCC(=O)Nc2ccc(F)cc2Cl)nc2ccccc2c1=O
(14) O=C1N(Cc2cccnc2)C[C@@H]2C[C@@H](c3ccc(-c4ccccc4)cc3)N3CCC[C@@]123
(15) CCOc1cc2c(C#N)c(N3CCNCC3)nc(N)c2c(N)n1
(16) CCn1c(CSc2nc3ccccc3s2)nnc1SCC(=O)OC(C)(C)C
(17) N#CC1(C#N)C(C(N)=O)C1c1ccccc1 (stereo unspecified)
(18) CCCCCOC(=O)C(C)Sc1n[nH]c(=O)[nH]c1=O (stereo unspecified)
Compound	13	14	15	16	17	18
NPR1 activator	-9	3	-36	0	1	-1
ABHD4 inh	-9	-7	2	-5	7	3
NPR2 activator	1	3	1	1	-5	-1
UHRF1 MBD2 ctr	3	5	-4	-1	-4	-2
rCAG binder	10	0	10	-4	3	0
SIAE inh	-13	-6	6	-4	-2	-1
TCR-CD3 inh	-8	-2	5	-3	0	7
MBD2 inh	2	-4	-5	-3	-1	-2
HTRA1 inh	-29	-15	3	1	5	0
PRMT1 FP inh	1	-1	2	-4	3	-2

(19) O=C(Nc1c(-c2ccccc2)[nH][nH]c1=O)c1cccc(C(F)(F)F)c1
(20) COc1ccccc1-c1nnc(SCC(=O)NC2CCS(=O)(=O)C2)n1N (stereo unspecified)
(21) O=C(NC(=S)Nc1ccccc1N1CCOCC1)c1ccc(-c2cccc(Cl)c2)o1
(22) OC(COc1cccc2ccccc12)CN1CCN(c2ccccn2)CC1 (stereo unspecified)
(23) O=C(O)CN1C(=O)C=CC1=O
(24) CC1CCN(C(=O)Cn2nnc(-c3cccs3)n2)CC1
Compound	19	20	21	22	23	24
NPR1 activator	-1	-1	14	-5	-2	-1
ABHD4 inh	1	-1	7	13	2	3
NPR2 activator	-2	-6	8	-6	-2	-4
UHRF1 MBD2 ctr	2	-2	-1	-1	4	0
rCAG binder	3	3	2	-6	2	-3
SIAE inh	0	10	-15	9	1	8
TCR-CD3 inh	-8	3	0	1	6	2
MBD2 inh	-1	-2	2	-3	-4	-4
HTRA1 inh	·	8	1	-9	3	3
PRMT1 FP inh	1	-4	4	-1	64*	-8

(25) CN(CCc1ccccc1)C(=O)c1ccc(NC(=O)Cc2ccc(NC(=O)C3CCN(C(=O)C4CCCCC4)CC3)cc2)cc1
(26) Cc1cccc(NS(=O)(=O)c2cccc(C(=O)NCc3ccccc3CN3CCOCC3)c2)c1
(27) Cc1cccc(N2CCN(C(=O)c3ccc4c(c3)OCCO4)CC2C)c1 (stereo unspecified)
(28) CC(C)COc1cc(=O)[nH]c(SCC(C)C)n1
(29) Cc1ccc(CSCCNS(=O)(=O)c2ccccc2)cc1
(30) O=C1C(NC(=O)N2c3ccccc3C=Cc3ccccc32)CCCCN1Cc1cccc(Cl)c1 (stereo unspecified)
Compound	25	26	27	28	29	30
NPR1 activator	0	0	-2	-3	3	-14
ABHD4 inh	-6	-7	0	3	-9	-8
NPR2 activator	3	1	6	-4	-3	2
UHRF1 MBD2 ctr	1	-2	0	9	1	-1
rCAG binder	11	4	-2	-3	0	9
SIAE inh	-8	-8	1	0	3	-3
TCR-CD3 inh	-7	5	5	3	0	·
MBD2 inh	4	0	2	-1	-3	1
HTRA1 inh	-25	-8	0	-4	-10	·
PRMT1 FP inh	3	-3	-2	-2	1	4

# An excerpt from above in order of length of the SMILES, lowest first.
(17) N#CC1(C#N)C(C(N)=O)C1c1ccccc1 (stereo unspecified)
(18) CCCCCOC(=O)C(C)Sc1n[nH]c(=O)[nH]c1=O (stereo unspecified)
(22) OC(COc1cccc2ccccc12)CN1CCN(c2ccccn2)CC1 (stereo unspecified)
(2) CCC(=O)c1ccc(OCC(=O)Nc2nc(-c3cccnc3)cs2)cc1
Compound	17	18	22	2
NPR1 activator	1	-1	-5	2
ABHD4 inh	7	3	13	-4
NPR2 activator	-5	-1	-6	-1
UHRF1 MBD2 ctr	-4	-2	-1	-3
rCAG binder	3	0	-6	5
SIAE inh	-2	-1	9	-21
TCR-CD3 inh	0	7	1	6
MBD2 inh	-1	-2	-3	-8
HTRA1 inh	5	0	-9	-4
PRMT1 FP inh	3	-2	-1	2

# Remaining list, next part:
(31) N#CCCN(Cc1cccnc1)C(=O)c1sc2cc(F)ccc2c1Cl
(32) CCN1/C(=C/C(=S)Nc2ccccc2)Sc2ccccc21
(33) CC(C)Cc1nnc(NC(=O)c2cc([N+](=O)[O-])ccc2N2CCOCC2)s1
(34) COc1cc(N2C[C@@]3(O)CC[C@@H](O)[C@@H](OC)[C@@H]3[C@@](C)(O)[C@@H]2CC=C(C)C)cc(OC)c1OC
(35) COC(=O)c1ccc(COC(=O)C(CCS(C)(=O)=O)N2C(=O)c3ccccc3C2=O)cc1 (stereo unspecified)
(36) CC1(C)CC(=O)C=C(C(=O)N2CCCC(C(=O)c3cccc(C(F)(F)F)c3)C2)O1 (stereo unspecified)
Compound	31	32	33	34	35	36
NPR1 activator	3	7	-1	-3	-1	9
ABHD4 inh	1	18	-5	6	-1	-4
NPR2 activator	-1	-4	1	2	1	-2
UHRF1 MBD2 ctr	7	-6	-1	0	2	0
rCAG binder	-2	13	2	-2	1	-7
SIAE inh	-7	14	-1	-3	6	-1
TCR-CD3 inh	4	-5	-5	-10	8	1
MBD2 inh	0	0	1	2	-3	4
HTRA1 inh	8	12	4	·	-4	-1
PRMT1 FP inh	-3	65*	1	4	1	4

# Structural class: the compounds so far with a CF3 group (2)
(19) O=C(Nc1c(-c2ccccc2)[nH][nH]c1=O)c1cccc(C(F)(F)F)c1
(36) CC1(C)CC(=O)C=C(C(=O)N2CCCC(C(=O)c3cccc(C(F)(F)F)c3)C2)O1 (stereo unspecified)
Compound	19	36
NPR1 activator	-1	9
ABHD4 inh	1	-4
NPR2 activator	-2	-2
UHRF1 MBD2 ctr	2	0
rCAG binder	3	-7
SIAE inh	0	-1
TCR-CD3 inh	-8	1
MBD2 inh	-1	4
HTRA1 inh	·	-1
PRMT1 FP inh	1	4

# The list continues:
(37) CC(=O)Nc1cccc(NC(=O)c2cc3ccccc3o2)c1
(38) CNC(=S)Nc1ccc([N+](=O)[O-])cc1
(39) N#CC1C(=O)NC(N2CCN(c3ccccc3)CC2)=NC12CCCCC2 (stereo unspecified)
(40) CNC(=O)OCc1nc(SSC(C)(C)C)n(C)c1COC(=O)NC
(41) Cc1ccc(S(=O)(=O)/C(C#N)=C/c2c(N3CC(C)OC(C)C3)nc3c(C)cccn3c2=O)cc1 (stereo unspecified)
(42) Cc1cccc(CSC2=CS(=O)(=O)c3ccccc3N2)c1
Compound	37	38	39	40	41	42
NPR1 activator	2	4	1	4	1	0
ABHD4 inh	-7	2	2	6	0	-32
NPR2 activator	-6	-2	6	5	6	6
UHRF1 MBD2 ctr	0	1	-1	0	0	-2
rCAG binder	3	0	2	1	7	13
SIAE inh	-3	-2	2	-4	-13	-31
TCR-CD3 inh	3	-4	2	3	-1	13
MBD2 inh	-5	-1	-5	6	0	-1
HTRA1 inh	5	4	7	-2	-50	-23
PRMT1 FP inh	-3	2	-3	-4	1	1

(43) CCC(C)(C)C1CCc2[nH]nc(C(=O)NCC3CC3)c2C1 (stereo unspecified)
(44) CCC(=O)c1ccccc1OCCCn1cncn1
(45) Cc1ccnc(NC(=O)c2ccc(Br)s2)c1
(46) Brc1ccc2nc(-c3c[nH]c4ccccc34)cn2c1
(47) COc1ccc(Cc2nc(C)cc(Cl)n2)cc1[N+](=O)[O-]
(48) Cn1c(=O)c2cn(Cc3ccc(Cl)cc3)cc2n(C)c1=O
Compound	43	44	45	46	47	48
NPR1 activator	0	1	3	3	0	3
ABHD4 inh	-18	-2	-13	2	0	-4
NPR2 activator	0	-3	3	-4	1	4
UHRF1 MBD2 ctr	2	1	-1	0	0	-2
rCAG binder	1	-4	2	7	1	-1
SIAE inh	2	-1	3	7	3	1
TCR-CD3 inh	-6	-4	8	-6	5	4
MBD2 inh	0	2	3	-3	-4	-5
HTRA1 inh	-22	0	-10	-5	0	3
PRMT1 FP inh	2	2	-2	3	0	-1

(49) CN1C(=O)C2(c3ccccc31)c1c(oc3ccccc3c1=O)C(=O)N2CCCO (stereo unspecified)
(50) Cc1ccc(CNC(=O)CS(=O)(=O)c2cn(CC(=O)N3CCOCC3)c3ccccc23)cc1
(51) O=C(C(=O)N1CCOCC1)c1cn(CC(=O)N2CCc3ccccc3C2)c2ccccc12
(52) Cc1cccc(N2CCN(C(=O)c3csc4ccccc34)CC2C)c1 (stereo unspecified)
Compound	49	50	51	52
NPR1 activator	-5	1	-6	5
ABHD4 inh	-6	4	2	1
NPR2 activator	-8	-2	-2	1
UHRF1 MBD2 ctr	5	0	1	0
rCAG binder	-3	1	-2	-9
SIAE inh	-6	6	-2	-4
TCR-CD3 inh	-5	-2	-1	2
MBD2 inh	9	5	4	3
HTRA1 inh	-3	-3	4	-11
PRMT1 FP inh	10	8	2	0
